Compound activity deposited in PubChem BioAssay by MTDP.
RNase H inhibition = RNase H inhibition, HIV 1 Gag Pol polyprotein, FRET biochemical assay, screening (AID 372) | HIV-1 RT RNase H, FRET RNA/DNA substrate fluorescence; higher % means a stronger effect | inhibition, % at 10 µM; hits with a dose series show IC50 in µM | 0.77% of 100,000 active; in the data active = inhibition above about 50%
* hit, by the source's call. A portion of the library. The share of hits here may be higher or lower than overall.

CC1=C(C(=O)Nc2ccc(C)cc2)C(c2ccc(Cl)cc2)NC(=O)N1 (configuration not stated) was read as RNase H inhibition 2.0%.
For O=C1S/C(=C\c2ccc(O)cc2)C(=O)N1Cc1ccccc1 the results were RNase H inhibition 37.0%.
`O=C(O)CC(Cc1ccc(Br)cc1)C(=O)NCc1ccccc1` (configuration not stated) gave RNase H inhibition 2.0%.
O=C(NCCc1ccccc1Cl)C1CC(=O)N(c2ccccc2)C1 (configuration not stated) was read as RNase H inhibition 1.0%.
For CC1=C(C(=O)Nc2cccc(C)c2C)C(c2ccc(C(C)C)cc2)NC(=S)N1 (configuration not stated) the results were RNase H inhibition 9.0%.
`COc1ccc(NC(=O)c2ccc(Cl)c(Cl)c2)cc1OC` gave RNase H inhibition 6.0%.
`O=C(NNC(=O)c1ccc(Cl)c(Cl)c1)c1ccccc1` gave RNase H inhibition 3.0%.
For COc1ccc(OC(C)C(=O)Nc2ccc(I)cc2C)cc1 (configuration not stated) the results were RNase H inhibition 14.0%.
Screening CC1=C(C(=O)OC2CCCCCCC2)C(c2ccc(Cl)c(Cl)c2)CC(=O)N1 (configuration not stated) returned RNase H inhibition 27.0%.
`Cc1cc2ncn(CC(O)COc3ccc(I)cc3)c2cc1C` (configuration not stated) gave RNase H inhibition 12.0%.
Screening Cc1cccc(NC(=O)c2cccnc2)c1C returned RNase H inhibition 0.0%.
`CCOc1cccc(NC(=O)/C(C#N)=C\c2ccc(OCc3ccc(C(=O)O)cc3)cc2)c1` gave RNase H inhibition 8.0%.
Screening CC1CCCC(C)N1C(=O)c1ccc(I)cc1 (configuration not stated) returned RNase H inhibition 5.0%.
Screening O=C(O)c1cc2n(n1)C(C(F)(F)F)CC(c1cccs1)N2 (configuration not stated) returned RNase H inhibition 8.0%.
O=[N+]([O-])c1cc(-c2ccn[nH]2)c(Cl)cc1Cl was read as RNase H inhibition 45.0%.
Screening Cc1cccc(OCCOc2ccccc2/C=N/n2cnnc2)c1 returned RNase H inhibition 5.0%.
For CCOc1cc(/C=C2\C(=O)NC(=S)N(c3ccc(Cl)cc3Cl)C2=O)cc(Br)c1O the results were RNase H inhibition 32.0%.
Cc1ccccc1Oc1c(C(F)(F)F)oc2c(C)c(O)ccc2c1=O was read as RNase H inhibition 7.0%.
COc1ccc(NCN2C(=O)c3ccccc3C2=O)c(OC)c1 was read as RNase H inhibition 9.0%.
Screening COc1ccc(/C=C(\C#N)c2nn(CCO)c(N)c2C#N)c(OC)c1 returned RNase H inhibition 9.0%.
`Cc1ccccc1C1N(c2ccccc2)CCN1c1ccccc1` gave RNase H inhibition 5.0%.
For CCOC(=O)c1c[nH]c2cc(F)c(F)cc2c1=O the results were RNase H inhibition 0.0%.
COC(=O)C1C(=O)CC(C)(O)C(C(=O)OC)C1c1ccc(C)cc1 (configuration not stated) was read as RNase H inhibition 0.0%.
For COc1ccc(C2Nc3ccccc3NC3=C2C(=O)CC(c2ccccc2)C3)cc1 (configuration not stated) the results were RNase H inhibition 7.0%.
COc1ccccc1C/C(N)=N/OC(=O)c1ccc(Br)cc1 was read as RNase H inhibition 10.0%.
For COc1ccc(C(=O)O/N=C(\N)c2ccc(OC)c(OC)c2)cc1OC the results were RNase H inhibition 1.0%.
For C(=Nc1cccc2ccccc12)c1cccnc1 the results were RNase H inhibition 2.0%.
CCOc1cc(C2/C(=C(\O)c3ccc(C)cc3)C(=O)C(=O)N2c2nncs2)ccc1O (configuration not stated) was read as RNase H inhibition 0.0%.
`Cc1ccc(OCCC(=O)Nc2ccc(F)c(F)c2)cc1` gave RNase H inhibition 0.0%.
Fc1ccc(Nc2nc(-c3cccnc3)nc3ccccc23)cc1F was read as RNase H inhibition 22.0%.
Screening FC(F)(F)COc1nc(N2CCOCC2)nc(N2CCN(c3ccccc3)CC2)n1 returned RNase H inhibition 15.0%.
COc1ccc(NC(=O)COc2ccc(Br)cc2Cl)c(OC)c1 was read as RNase H inhibition 8.0%.
For Cc1ccccc1NC1=NC(C)(C)Cc2ccccc21 the results were RNase H inhibition 8.0%.
`CCOC(=O)/C(C#N)=C/c1ccc(-c2ccc(Cl)c(C(=O)O)c2)o1` gave RNase H inhibition 17.0%.
CCc1c(C)[nH]n(-c2ccc(Oc3ccccc3)c(S(=O)(=O)O)c2)c1=O was read as RNase H inhibition 13.0%.
Screening COc1ccc(S(=O)(=O)CC(SC#N)c2ccccc2)cc1 (configuration not stated) returned RNase H inhibition 4.0%.
Screening COc1cccc(NC(=O)c2sc3cc(C)ccc3c2Cl)c1 returned RNase H inhibition 17.0%.
Cc1oc(/C=N/NC(=O)CN(c2ccccc2Br)S(C)(=O)=O)cc1Br was read as RNase H inhibition 14.0%.
For CCN(CC)C(=O)Sc1nc2ccccc2s1 the results were RNase H inhibition 0.0%.
Screening NS(=O)(=O)c1cc2c3c(c1)C1C=CCC1C(c1ccc([N+](=O)[O-])cc1)N3CC1CC=CC21 (configuration not stated) returned RNase H inhibition 24.0%.
`O=C(Cc1ccccc1)NC(c1ccc(Cl)cc1)c1ccc2cccnc2c1O` (configuration not stated) gave RNase H inhibition 21.0%.
O=C(N/C(=C/c1cccs1)C(=O)N1CCOCC1)c1ccccc1 was read as RNase H inhibition 6.0%.
CN1C(=O)CC(N2CCN(C/C=C/c3ccccc3)CC2)C1=O (configuration not stated) was read as RNase H inhibition 2.0%.
CCOc1ccc(S(=O)(=O)n2cnc3cc([N+](=O)[O-])ccc32)c2ccccc12 was read as RNase H inhibition 8.0%.
Screening O=S(=O)(c1ccc(F)cc1)N1CCN(CCCc2ccccc2)CC1 returned RNase H inhibition 7.0%.

Structures shown so far that have a furan ring, fused or not (2):
`CCOC(=O)/C(C#N)=C/c1ccc(-c2ccc(Cl)c(C(=O)O)c2)o1` gave RNase H inhibition 17.0%.
Cc1oc(/C=N/NC(=O)CN(c2ccccc2Br)S(C)(=O)=O)cc1Br was read as RNase H inhibition 14.0%.

Quoted at random: 4 records from the list, in no set order.
Screening CC1CCCC(C)N1C(=O)c1ccc(I)cc1 (configuration not stated) returned RNase H inhibition 5.0%.
`Cc1ccccc1C1N(c2ccccc2)CCN1c1ccccc1` gave RNase H inhibition 5.0%.
CCc1c(C)[nH]n(-c2ccc(Oc3ccccc3)c(S(=O)(=O)O)c2)c1=O was read as RNase H inhibition 13.0%.
Screening CC1=C(C(=O)OC2CCCCCCC2)C(c2ccc(Cl)c(Cl)c2)CC(=O)N1 (configuration not stated) returned RNase H inhibition 27.0%.

Of the compounds above, four contain a COOH group.
`O=C(O)CC(Cc1ccc(Br)cc1)C(=O)NCc1ccccc1` (configuration not stated) gave RNase H inhibition 2.0%.
`CCOc1cccc(NC(=O)/C(C#N)=C\c2ccc(OCc3ccc(C(=O)O)cc3)cc2)c1` gave RNase H inhibition 8.0%.
Screening O=C(O)c1cc2n(n1)C(C(F)(F)F)CC(c1cccs1)N2 (configuration not stated) returned RNase H inhibition 8.0%.
`CCOC(=O)/C(C#N)=C/c1ccc(-c2ccc(Cl)c(C(=O)O)c2)o1` gave RNase H inhibition 17.0%.

Further entries
`FC(F)(F)c1cc(N2CCOCC2)nc(-c2ccccc2)n1` gave RNase H inhibition 5.0%.
Screening CCOc1cc(/C=N/NC(=O)C2COc3ccccc3O2)cc(Br)c1O (configuration not stated) returned RNase H inhibition 8.0%.
Cc1ccc(N2N=C(c3ccccc3)CC2c2ccc(-c3cc(Cl)ccc3Cl)o2)cc1 (configuration not stated) was read as RNase H inhibition 25.0%.
Screening COc1cccc(NC(=O)c2cc(-c3ccc(OC)c(OC)c3)nc3ccccc23)c1 returned RNase H inhibition 11.0%.
For CCNC(=O)C(=O)Nc1cccc(Cl)c1Cl the results were RNase H inhibition 14.0%.
For COc1ccc(C2CC(=O)C3=C(C2)Nc2ccccc2NC3c2ccc(C)o2)cc1 (configuration not stated) the results were RNase H inhibition 0.0%.
`O=S(=O)(Nc1ccc(Cl)c(Cl)c1)c1cc(Cl)ccc1Cl` gave RNase H inhibition 14.0%.
O=C(O)CCSc1nnnn1C1CCCCC1 was read as RNase H inhibition 0.0%.
`COC(=O)CCC(=O)c1ccc(C(C)(C)c2ccc(C(=O)CCC(=O)OC)s2)s1` gave RNase H inhibition 9.0%.
`CCCCCCOC(=O)C1=C(C)NC(=O)NC1c1cccc(Br)c1` (configuration not stated) gave RNase H inhibition 27.0%.
For O=C(Nc1cc2c(s1)CCCC2)c1ccccc1 the results were RNase H inhibition 19.0%.
For O=C(O)c1nn2c(C(F)(F)F)cc(-c3cccs3)nc2c1Br the results were RNase H inhibition 26.0%.
For C=C(C)C1CCC(C)=C1CC(C)(C)/C=N\n1cnnc1 (configuration not stated) the results were RNase H inhibition 16.0%.
`O=C1CC(c2ccccc2)CC2=C1C(c1ccc(OC(F)(F)F)cc1)Nc1ccccc1N2` (configuration not stated) gave RNase H inhibition 18.0%.
`CC(Oc1ccc(Cl)cc1Cl)C(=O)NC1CCCCCCC1` (configuration not stated) gave RNase H inhibition 19.0%.
`O=C(N/N=C/c1ccc2c(c1)OCO2)C(=O)NC1CCCCC1` gave RNase H inhibition 8.0%.
`CCOC(=O)c1ccc(N2C(=O)CC(NCc3ccc(F)cc3)C2=O)cc1` (configuration not stated) gave RNase H inhibition 2.0%.
`O=C(NCc1ccncc1)C1CCCC1` gave RNase H inhibition 6.0%.
Screening COc1cc2ccccc2cc1C(=O)Nc1cccc(S(N)(=O)=O)c1 returned RNase H inhibition 8.0%.
`COc1ccc(OC)c(NC(=O)c2ccc(-c3ccc(C)c(Cl)c3)o2)c1` gave RNase H inhibition 7.0%.
Screening O=C(CCN1C(=O)/C(=C/c2ccccc2Cl)SC1=S)Nc1cccc(O)c1 returned RNase H inhibition 17.0%.
`O=[N+]([O-])c1cc([N+](=O)[O-])c(Nc2ccccn2)nc1Nc1ccccn1` gave RNase H inhibition 4.0%.
COc1ccc(Cc2nnc(N)s2)cc1 was read as RNase H inhibition 4.0%.
For CC(C)(C)c1cc(CCCOC(=O)CNc2ccccc2)cc(C(C)(C)C)c1O the results were RNase H inhibition 10.0%.
Screening O=c1[nH]nc(SCc2c(F)cccc2Cl)c(=O)[nH]1 returned RNase H inhibition 5.0%.
For Cc1ccc(N2C(=O)CC(N3CCN(c4cccc(C(F)(F)F)c4)CC3)C2=O)c(C)c1 (configuration not stated) the results were RNase H inhibition 10.0%.
For OCCNCCCCCCOc1ccccc1Cl the results were RNase H inhibition 3.0%.
`COc1ccc(OCCCCCCNCCO)cc1` gave RNase H inhibition 0.0%.
Screening CCOC(=O)C1=C(C)N=C2SCC(=O)N2C1c1ccc(SC)cc1 (configuration not stated) returned RNase H inhibition 0.0%.
For Cc1cc(=O)oc2cc(OCC(=O)c3ccc(Cl)cc3)ccc12 the results were RNase H inhibition 19.0%.
Screening COc1cc(C2N(c3ccccc3)CCN2c2ccccc2)ccc1OC(C)=O returned RNase H inhibition 9.0%.
`C[n+]1cccc2cc(-c3ccc4c(ccc[n+]4C)c3)ccc21` gave RNase H inhibition 0.0%.
CCOc1ccccc1C(=O)Nc1ccc(OCc2ccccc2)cc1 was read as RNase H inhibition 16.0%.
`Cc1cc(NS(=O)(=O)c2ccc(Nc3nc(-c4cccs4)cs3)cc2)no1` gave RNase H inhibition 9.0%.
Cc1cn(S(=O)(=O)c2cc(Cl)ccc2Cl)cn1 was read as RNase H inhibition 7.0%.
Screening CC1(C)Cc2c(sc(NC(=O)COc3ccccc3)c2C#N)CS1 returned RNase H inhibition 12.0%.
`CN1C(=O)/C(=C/c2ccccc2F)SC1=S` gave RNase H inhibition 10.0%.
Screening CCCCOC(=O)C1=C(C)NC2=C(C(=O)CCC2)C1c1cccc(OC)c1 (configuration not stated) returned RNase H inhibition 6.0%.
`N#Cc1ccc(/C=N/c2sc3c(c2C(N)=O)CCCC3)cc1` gave RNase H inhibition 0.0%.
For CC1CC(C)(C)CC2(C1)NC(=S)N(c1nc3ccccc3s1)N2 (configuration not stated) the results were RNase H inhibition 14.0%.
COc1cccc(NC(=O)c2c(-c3ccccc3Cl)noc2C)c1 was read as RNase H inhibition 10.0%.
`Cc1occc1C(=O)N/N=C/c1ccccc1F` gave RNase H inhibition 10.0%.
Screening Cc1oc(-c2ccccc2)cc1C(=O)Nc1ccc(N(C)C)cc1 returned RNase H inhibition 14.0%.
Screening O=C(N/N=C/c1ccc(F)cc1)C(=O)Nc1cccc(Cl)c1 returned RNase H inhibition 13.0%.
`Cc1nn(-c2ccccc2)c(C)c1/C=N/O` gave RNase H inhibition 0.0%.
`Fc1ccc(NC(=S)NC23CN4CN(CN(C4)C2)C3)cc1Cl` gave RNase H inhibition 7.0%.
Fc1ccc(CN2CCN(Cc3ccc4ccccc4c3)CC2)cc1 was read as RNase H inhibition 1.0%.
`COC(=O)C1=C(C)NC2=C(C(=O)CCC2)C1c1cccc(I)c1` (configuration not stated) gave RNase H inhibition 0.0%.
Screening COc1ccc(NC(=O)CSc2ccccn2)cc1 returned RNase H inhibition 2.0%.
For Cc1cc(NC(=O)c2ccc(-c3ccc([N+](=O)[O-])cc3C)o2)ccc1NC(=O)c1ccco1 the results were RNase H inhibition 11.0%.
Screening O=C(COC(=O)c1ccc2c(c1)OCCO2)c1ccc(-c2ccccc2)cc1 returned RNase H inhibition 14.0%.
Cc1ccc(-c2nc3ncccc3o2)cc1NC(=O)c1ccco1 was read as RNase H inhibition 5.0%.
For O=[N+]([O-])c1cccc(NN=C2CCCC2)c1 the results were RNase H inhibition 2.0%.
`COc1ccc(N(CC(=O)NCC2CCCO2)S(=O)(=O)c2ccccc2)cc1` (configuration not stated) gave RNase H inhibition 7.0%.
O=C(O)CN1C(=O)c2ccc(Br)cc2C1=O was read as RNase H inhibition 14.0%.
For CCOC(=O)c1ccc(NC2C=CS(=O)(=O)C2)cc1 (configuration not stated) the results were RNase H inhibition 11.0%.
`O=C(Nc1nc(-c2ccccc2)c(-c2ccccc2)s1)c1ccccc1F` gave RNase H inhibition 16.0%.
COc1cc(/C=N/NC(=O)c2cccnc2)ccc1OS(=O)(=O)c1ccc(F)cc1 was read as RNase H inhibition 2.0%.
O=S(=O)(Nc1ccc2c(c1)OCO2)c1cc(Cl)ccc1Cl was read as RNase H inhibition 41.0%.
